High-throughput results as filed in PubChem BioAssay.
NR2E3 ag-1 – NR2E3 (human) agonism | GST-NR2E3/biotin-RetCOR TR-FRET, 1536-well | 320,000 tested, 0.12% active | inhibition of corepressor binding, % at 4.78 µM | Q9Y5X4 | AID 2300;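 active means percent inhibition above the cutoff of mean plus 3 SD of all tested compounds, set per screening campaign, cut at about 20% in these data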;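 further: 0% = DMSO wells and 100% = biotin wells as full block of FRET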
Target sequence (Q9Y5X4 whole entry, looked up): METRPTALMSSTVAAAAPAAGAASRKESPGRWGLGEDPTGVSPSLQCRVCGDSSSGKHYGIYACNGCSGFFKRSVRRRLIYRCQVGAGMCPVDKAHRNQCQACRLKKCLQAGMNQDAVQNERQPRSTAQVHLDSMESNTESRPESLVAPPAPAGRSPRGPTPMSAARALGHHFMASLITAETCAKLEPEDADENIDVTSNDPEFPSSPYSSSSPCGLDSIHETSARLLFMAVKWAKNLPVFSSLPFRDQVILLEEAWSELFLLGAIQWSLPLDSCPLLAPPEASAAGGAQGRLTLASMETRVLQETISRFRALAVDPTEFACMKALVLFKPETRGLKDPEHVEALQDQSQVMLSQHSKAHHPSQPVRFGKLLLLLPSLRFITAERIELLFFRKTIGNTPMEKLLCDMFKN
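Test system – NR2E3–RetCOR corepressor complex · Quantity – NR2E3 fusion 1.35 nM · Buffer or medium – Tris pH 7.5 · Incubation – Compound–protein incubation for 5 h at 4 °C · Technique – TR-FRET, Eu(K)-anti-GST donor, streptavidin-D2 acceptor, ex 340, em 617/671 nm · Evaluation – percent inhibition of 671/617 nm emission ratio versus biotin and DMSO controls · Plate – 1536-well format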
HIF-2a inh – HIF-2a inhibition | 786-0 RCC cells HIF-2a reporter, luciferase luminescence, overnight | inhibition, % at 18.8 µM | 360,000 tested, 0.72% active;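 active means inhibition of the luminescence signal of 40% or more relative to plate controls, in a single-dose primary screen at 18.75 µM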
KKLEB tox – counter-screen for CF NF-kB inhibitors: cytotoxicity; 360,000 tested, 0.36% active; activity change (cytotoxicity), % at 5 µM; KKLEB CF airway cells viability, ATPlite luminescence, overnight; stronger effect = lower value; cells stimulated with P. aeruginosa culture filtrate;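 active means corrected activity change at or below -50% at 5 µM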
CaV13 ICDI inh – Primary screen for inhibitors of IQ motif and Ca2+-dependent inactivation inhibitor domain binding in CACNA1D, Förster resonance energy transfer in living cells, …; 340,000 tested, 0.098% active; AID 743397; HEK cells, CFP/YFP FRET ICDI-IQ, plate reader, 10 min; percent FRET-ratio fall versus neutral wells; inhibition, % at 12.3 µM;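 active means mean replicate inhibition of at least 30% and at least 1% of replicates passing that level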;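 further: 0% = median of the neutral control wells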
TRPM1 prom inh – MITF TRPM1 promoter inhibition in SK-MEL-5 cells. 330,000 tested, 0.83% active. inhibition, % at 12.5 µM. AID 488899. SK-MEL-5 TRPM1 promoter luciferase, 24 h;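 active means mean inhibition across replicates of 60% or more, whatever share of single replicates reaches that level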; further: values of inactives mirror those of a sister screen read the other way
NR2E3 ag-2 – human photoreceptor-specific nuclear receptor agonism; Q9Y5X4; CHO-S Gal4-NCOR/VP16-NR2E3 two-hybrid, luciferase; inhibition of corepressor binding, % at 3.98 µM; 360,000 tested, 0.35% active; AID 602229;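 active means inhibition above the mean of all tested compounds plus 3 SD, cut at about 70% in these data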;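 further: 0% = DMSO with NR2E3 transfected cells and 100% = cells lacking NR2E3 construct; higher means lower luciferase signal from less NR2E3 corepressor binding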
Shn3 inh set2 – reduces Shn3 3'UTR luciferase signal in osteoblasts | 360,000 tested, 0.52% active | inhibition, % at 12.5 µM | Clone20 osteoblast Shn3 3'UTR firefly luciferase, 24 h;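 active means mean inhibition of at least 75% with every replicate also reaching 75%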;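 further: 0% = median of neutral control wells and 100% = pilot-screen positive control compound; some compounds past the cut are filed as inactive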
PDI turbidity – PDI (human) enzyme inhibition | P07237 | PDI insulin aggregation turbidity, A650, 90 min | inhibition, % at 10 µM | 350,000 tested, 0.052% active | AID 588391;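 active means mean inhibition across replicates of 30% or more, whatever share of single replicates reach that level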;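 further: absorbance from insulin aggregation driven by PDI reduction with DTT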
Target sequence (P07237 whole entry, looked up): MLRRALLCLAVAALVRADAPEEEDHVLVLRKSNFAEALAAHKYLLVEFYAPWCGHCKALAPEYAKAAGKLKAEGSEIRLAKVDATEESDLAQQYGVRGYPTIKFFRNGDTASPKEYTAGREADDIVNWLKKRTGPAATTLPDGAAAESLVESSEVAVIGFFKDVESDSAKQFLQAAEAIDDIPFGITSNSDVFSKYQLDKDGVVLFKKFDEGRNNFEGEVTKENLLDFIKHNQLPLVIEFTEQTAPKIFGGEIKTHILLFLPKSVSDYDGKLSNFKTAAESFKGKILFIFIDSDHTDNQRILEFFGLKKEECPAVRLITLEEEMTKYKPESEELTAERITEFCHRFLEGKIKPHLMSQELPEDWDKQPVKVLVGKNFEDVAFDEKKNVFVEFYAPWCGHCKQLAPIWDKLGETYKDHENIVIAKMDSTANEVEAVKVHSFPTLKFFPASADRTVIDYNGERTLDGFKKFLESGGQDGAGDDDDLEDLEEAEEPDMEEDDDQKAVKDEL
CF NFkB block – cystic fibrosis NF-kB activation inhibition; KKLEB NF-kB-GFP reporter, PAF-induced, GFP fluorescence overnight; inhibition, % at 5 µM; 360,000 tested, 0.86% active;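 active means at least 50% inhibition at 5 µM, scaled per plate between neutral and stimulator controls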;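 further: PAF is a Pseudomonas aeruginosa culture filtrate used as stimulus; plate controls were PAF-stimulated DMSO wells for no effect and unstimulated DMSO wells for full effect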
Vif imaging – blocks HIV Vif function; HEK293T cells, Vif self-association by quenched fluorescence, imaging, 24 h; inhibition, % at 7.49 µM; 340,000 tested, 0.35% active; in the data active means inhibition above about 50%, passing the limit was not always enough; further: some results filed as inactive read as strong as hits
Peg3 promoter – Peg3 promoter activity inhibition | 360,000 tested, 1.7% active | HeLa PEG-Prom luciferase reporter, luminescence, overnight | inhibition, % at 20 µM;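 active means inhibition of at least 50% at 20 µM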
* hit, by the source's call; . = no result given.

SMILES	NR2E3 ag-1	HIF-2a inh	KKLEB tox	CaV13 ICDI inh	TRPM1 prom inh	NR2E3 ag-2	Shn3 inh set2	PDI turbidity	CF NFkB block	Vif imaging	Peg3 promoter
COc1cccc(OC)c1-c1cnc(NC(C)=O)cn1	.	0	-6	-4	.	-41	5	-2	-11	-6	2
CCN(CC)CCn1c(NCc2cccc(OC)c2OC)nc2ccccc21	0	-4	-9	.	0	-21	-14	-3	-14	3	-13
Nc1ccccc1SCc1cc([N+](=O)[O-])cc2c1OCOC2	-2	-82	4	-3	-21	-49	-19	1	0	-3	-62
COc1ccc(NC(=S)NC2CC3CCCC(C2)N3C2CC2)cc1 (configuration not stated)	2	5	-1	0	-15	2	-10	-5	10	15	8
Cc1ccc(NC(=O)CCC(=O)NNC(=O)NC23CC4CC(CC(C4)C2)C3)cc1C	2	11	6	-20	1	-8	17	-6	-3	-7	12
CCc1ccc(N2CC(C(=O)Nc3cccc(C(=O)NC4CC4)c3)CC2=O)cc1 (configuration not stated)	2	1	9	-5	-9	7	2	6	-21	1	6
CCCSc1nc(C)c(-c2csc(C(C#N)=C3CCCC3)n2)cc1C#N	1	6	0	-8	31	-2	0	3	-13	2	3
CC(=O)/C(N=Nc1ccc2c(c1)OCCO2)=C(\C)O	-2	-73	4	-5	11	52	57	4	-21	-10	-25
Cc1ccc2c(c1)N(CC(=O)NCC1CCCO1)C(=O)C(C)O2 (configuration not stated)	1	13	6	-5	7	8	2	1	4	.	2
Cc1ccccc1COc1ccc(-c2nn[nH]n2)cc1	0	-123	-11	-2	14	-30	-2	-9	-8	-4	-44
Cc1c(Cl)cccc1-n1nnnc1-c1cccs1	0	4	6	-4	8	-4	9	2	-14	-5	3
C/C(=N/N1CCN(Cc2cccc3ccccc23)CC1)c1ccco1	-2	-1	0	-5	-21	7	-36	2	-8	-2	-50

Part of the list above in another layout.
| canonical_smiles | NR2E3 ag-1 | HIF-2a inh | KKLEB tox | CaV13 ICDI inh | TRPM1 prom inh | NR2E3 ag-2 | Shn3 inh set2 | PDI turbidity | CF NFkB block | Vif imaging | Peg3 promoter |
| --- | --- | --- | --- | --- | --- | --- | --- | --- | --- | --- | --- |
| Cc1ccc(NC(=O)CCC(=O)NNC(=O)NC23CC4CC(CC(C4)C2)C3)cc1C | 2 | 11 | 6 | -20 | 1 | -8 | 17 | -6 | -3 | -7 | 12 |
| CCc1ccc(N2CC(C(=O)Nc3cccc(C(=O)NC4CC4)c3)CC2=O)cc1 (configuration not stated) | 2 | 1 | 9 | -5 | -9 | 7 | 2 | 6 | -21 | 1 | 6 |

Carrying on:
SMILES	NR2E3 ag-1	HIF-2a inh	KKLEB tox	CaV13 ICDI inh	TRPM1 prom inh	NR2E3 ag-2	Shn3 inh set2	PDI turbidity	CF NFkB block	Vif imaging	Peg3 promoter
COc1ccccc1N1CCN(C(=O)c2oc3cc(C)c(C)cc3c2C)CC1	.	-2	-1	.	-10	-13	-10	0	-9	-4	12
CCCCCCCc1c(O)nc(SCC(=O)O)[nH]c1=O	5	17	2	-2	1	-4	-7	3	7	3	13
COc1ccc(-c2csc(C(C)(O)c3cccc(F)c3)n2)cc1 (configuration not stated)	.	-77	-16	-7	.	9	-1	2	12	-19	-21
COC(=O)C(CCSC)NC(=O)Cn1ncc2c(=O)oc3ccccc3c21 (configuration not stated)	4	5	1	-5	6	-16	-17	.	-4	0	5
COc1ccc(/C=N/N2CCOCC2)cc1COc1ccc(F)cc1	3	-20	6	-6	4	-14	-1	9	-6	-19	5
Cc1ccc(OCC(=O)N/N=C/c2ccncc2)cc1	-1	0	0	.	8	5	-3	2	4	0	-9
CCS(=O)(=O)Nc1ccc(C2=NN(S(=O)(=O)c3ccc(F)cc3)C(c3ccco3)C2)cc1 (configuration not stated)	-3	11	-4	-5	-13	-7	2	-10	11	-7	22
Cc1c(C(=O)c2no[n+]([O-])c2C(=O)c2cnn(C)c2C)cnn1C	0	-10	-27	-5	16	9	32	12	63*	7	43
CC(=O)c1ccc(NC(=O)c2cc(Cl)sc2Cl)cc1	0	-197	-12	-16	-72	-36	-62	-1	6	-5	-267
CCSc1nnc(NC(=O)CSc2nc(C)cc(C)n2)s1	1	11	-1	.	-3	-4	-10	4	-2	3	9
O=C(CCC1CCCC1)Nc1ccccc1-c1ccccc1	-1	-10	-6	-5	2	19	12	2	15	.	22
O=C(c1cc(-c2ccncc2)nc2ccccc12)N1CCOCC1	.	2	-12	-4	3	-4	1	3	5	11	0
Cc1ccc(/C=N/NC(=O)Cc2cccs2)o1	-4	-17	-5	-2	4	0	-26	9	-1	4	-3
Cc1cc(=O)oc2cc(OC(C)C(=O)N3CCCc4ccccc43)ccc12 (configuration not stated)	1	-26	-2	-1	9	-12	-1	4	3	10	0
Cc1cc(C(=O)c2ccccc2)nc2ccccc12	-2	-28	0	.	-6	-7	-11	2	4	-3	-17
CCOC(=O)c1c(C)[nH]c(O)c1C=Nc1ccccc1	-3	-51	2	-4	-6	-5	-15	-6	7	4	-4
Cc1cccc(C)c1OCCCCN1CCCCC1	2	10	-7	-2	-9	4	4	1	6	17	9
Cc1ccnc(Nc2nc(-c3ccccc3)cs2)c1	2	-231	-14	11	-8	-139	-18	2	13	-16	-328
COc1ccc2c(COC(=O)CCS(=O)(=O)c3ccc(C)cc3)cc(=O)oc2c1	2	-7	0	-7	-2	5	-28	-8	-3	-12	-2
Cc1ccc(C(C)C)cc1OCC(=O)NC1CCCCCCC1	8	-38	0	-6	-14	13	20	-2	29	1	-23
CC(=O)Nc1cc(NC(C)=O)cc(C(=O)OCC(=O)c2ccc3c(c2)NC(=O)CO3)c1	0	10	-10	-5	-8	21	5	3	-6	14	-5
CC(=O)c1cccc(NC(=O)COC(=O)CCc2ccc(S(=O)(=O)N3CCOCC3)cc2)c1	0	7	2	-1	-4	19	-17	-3	2	10	-15
OCC[C@H]1C[C@@H](O)[C@H](O)[C@@]2(CCCO2)O1	-1	8	-7	-5	0	13	-2	1	4	.	-4
CCc1ccccc1NC(=O)Nc1cccs1	-2	-1	4	-6	3	22	4	8	-3	7	-1
COc1ccc(CCNC(=O)COc2ccc(-c3ccc(C)cc3)cc2)cc1OC	1	-13	-3	-7	-4	-34	3	6	-5	-8	-13
CCOc1cccc(C(=O)Nc2cccc(NC(=O)c3ccco3)c2)c1	1	-27	-1	9	-4	-24	6	2	-14	-2	-6
COc1ccc(Cc2nc3ccccc3n2CC(=O)N/N=C/c2ccc(O)cc2)cc1OC	-2	15	0	2	-7	-15	-32	-29	-2	.	10
Cc1ccnc(N2C(=O)c3ccccc3C2Nc2ccc3c(c2)OCCO3)c1 (configuration not stated)	-1	-107	6	-5	4	-44	9	.	-1	-2	-34
O=C(C1CCCN(Cc2ccccc2F)C1)N1CCCC1 (configuration not stated)	0	9	14	-5	7	-8	8	1	13	2	7
O=C(C1CCCCC1)N1CCC(CO)(Cc2ccccc2Cl)CC1	2	6	0	-7	-3	20	10	-3	10	-3	22
CCOC(=O)Cn1nc(NC(=O)c2ccc3c(c2)OCO3)cc1C	0	-33	19	-6	-26	-10	-23	3	-29	-2	-53
O=C(COC(=O)/C=C/C(=O)N1CCN(c2ccccc2)CC1)NCc1ccc(F)cc1	-3	5	10	-5	11	-26	-14	3	-3	-6	8
CCC(C)Sc1nnc(CNC(=O)C23CC4CC(CC(C4)C2)C3)n1C1CCCCC1 (configuration not stated)	0	21	-4	-3	3	9	1	-20	11	1	12
O=C(CSc1nc2ccc([N+](=O)[O-])cc2[nH]1)c1ccc2ccccc2c1	2	-25	9	-4	6	-44	-3	2	5	-8	15
Cc1ccc2nc(-c3ccccn3)cc(C(=O)N3CCN(c4ncccn4)CC3)c2c1	1	-27	2	0	-2	2	3	-1	10	-9	13
c1ccc(Cc2noc(CN3CCCN(C4Cc5ccccc5C4)CC3)n2)cc1	6	-1	8	-6	18	2	-97	2	-5	-6	-3
CCOC(=O)c1cc2oc(C)cc2n1CC(=O)OC1CCCCC1	2	5	-17	-10	6	0	5	-6	5	.	20
O=C(COC(=O)c1cnccn1)Nc1cc(S(=O)(=O)N2CCOCC2)ccc1Cl	.	-1	26	-5	-2	8	-1	-12	-8	9	2
CC(C(=O)NC(=O)NC1CCCCC1)N1CCN(c2ccccn2)CC1 (configuration not stated)	1	8	6	-4	15	20	19	0	-1	-1	2
CCOc1ccc(NC(=O)CN(C)C(=O)C2CCN(C(=O)c3ccc(Cl)cc3)CC2)cc1OCC	-2	-3	-6	-1	10	14	-5	3	-7	2	0
Cc1ccnc(NC(=O)c2ccc(NC(=O)CC3SC(N4CCCC4)=NC3=O)cc2)c1 (configuration not stated)	-3	-37	2	-6	2	-1	-16	-1	-4	3	-19
COc1ccc(OCCOC(=O)CNC(=O)c2cccc(C)c2)cc1	-2	0	-14	-2	6	-3	-16	-11	21	26	2
COC(=O)C1=CN(CCCN2CCCC2=O)C=C(C(=O)OC)C1c1ccccc1C(F)(F)F	4	21	4	.	-1	2	5	-36	-6	-5	11
O=C(NC(Cc1ccc2c(c1)OCO2)C(=O)N1CCCC1C(=O)O)c1ccccc1 (configuration not stated)	1	11	0	-9	3	15	3	9	9	2	25
CC1Sc2ccc(C(=O)N(CCc3ccccc3)Cc3ccccc3)cc2NC1=O (configuration not stated)	.	-6	1	-6	.	6	30	1	-10	.	6
COc1ccc(C(=O)Nc2ccc(N3CCOCC3)cc2)cc1OC	-1	-109	-11	.	-24	-21	-18	-5	-14	.	-58
O=C(NC(=S)NNC(=O)c1ccccc1O)c1ccc([N+](=O)[O-])cc1	-3	-4	-2	-4	-2	-28	-5	-2	-4	-2	18
Cc1nc2nc(C)c(CCC(=O)O)c(C)n2n1	1	-4	2	-5	-3	-12	8	-1	-5	22	11
O=C(CCC1CCCN(Cc2ccc(O)c(Cl)c2)C1)NCc1ccccc1F (configuration not stated)	0	18	22	-4	10	10	-7	8	-8	.	6
O=C(CSc1cn[nH]n1)Nc1ccccc1F	2	8	0	-1	-6	-2	2	1	10	-3	-1
CC(=O)Nc1cccc(N/C=C(\C=O)c2nc3ccccc3o2)c1	-1	-239	-10	-3	1	-54	-87	-3	-24	-6	-142
COCCCNC(=S)N(CCCO)Cc1cc2cc3c(cc2[nH]c1=O)OCO3	-1	7	-2	-4	9	-21	15	7	-2	-2	19
CC1(C)CC(=O)C=C(NCCc2c[nH]c3ccccc23)C1	2	-9	0	-5	.	2	-11	19	6	0	-6
O=C(CSc1nnc(CCc2ccccc2)n1-c1ccc(Cl)cc1)NCc1ccccc1	-2	25	-7	-5	15	-2	6	-6	4	-9	16
CC(C)Cc1nnc(NC(=O)CCC(=O)Nc2ccccc2)s1	3	2	-3	-4	3	-26	-1	0	-7	-3	-10
